High-throughput results as filed in PubChem.
TNAP inh hi DEA: blocks human TNAP under high phosphate acceptor concentration. purified TNAP, CDP-star luminescence, 1 M DEA. P05186. inhibition, % at 20 µM. 200,000 tested, 0.03% active;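 active = over 50% inhibition of tissue-nonspecific alkaline phosphatase at 20 µM in the single-dose screen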;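 note: plate controls were DMSO wells for no effect and EDTA-quenched wells as full inhibition for full effect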
Target sequence (P05186 whole entry, looked up): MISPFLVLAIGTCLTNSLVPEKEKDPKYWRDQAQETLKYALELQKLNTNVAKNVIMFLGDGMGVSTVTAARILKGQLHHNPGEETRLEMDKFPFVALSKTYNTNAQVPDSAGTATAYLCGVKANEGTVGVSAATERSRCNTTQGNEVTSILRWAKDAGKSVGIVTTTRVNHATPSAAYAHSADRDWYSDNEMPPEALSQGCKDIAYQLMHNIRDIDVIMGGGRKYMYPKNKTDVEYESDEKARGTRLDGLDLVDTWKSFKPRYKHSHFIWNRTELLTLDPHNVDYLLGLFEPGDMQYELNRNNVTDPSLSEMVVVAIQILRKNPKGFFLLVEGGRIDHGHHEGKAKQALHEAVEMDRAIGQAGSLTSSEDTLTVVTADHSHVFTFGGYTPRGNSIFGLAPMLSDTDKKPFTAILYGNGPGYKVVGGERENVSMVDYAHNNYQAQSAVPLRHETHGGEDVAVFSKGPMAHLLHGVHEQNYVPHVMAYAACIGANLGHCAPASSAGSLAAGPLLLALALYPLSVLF
Diaph act CS: activates diaphorase or chemically reduces, flagging diaphorase assay artifacts; Diaphorase/resazurin coupled assay, resorufin fluorescence, 16 min; hits give high values; 1 = vehicle wells, 0 = NADH-free wells; activation factor at 20 µM; 190,000 tested, 0.005% active;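 active = diaphorase activity raised at least twofold by the compound at 20 µM; inactive = activation factor below 2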
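Test system: Clostridium kluyveri diaphorase, purified enzyme. Buffer or medium: 50 mM HEPES pH 7.4 buffer plus MgCl2 and Tween 20. Also added: 0.114 mM NADH and 0.1 mM resazurin, final amounts. Dosing: compound 20 µM once, DMSO 1%. Schedule: 16 min enzyme reaction, ambient temperature. Detection: fluorescence of resorufin, 544 nm excitation, 590 nm emission.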
bIAP act: increases bovine intestinal alkaline phosphatase activity | purified bovine IAP, CDP-star luminescence, 30 min; hits give high values; fold of DMSO-control signal, blank-subtracted | activation factor at 20 µM | 200,000 tested, 0.17% active;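 active = activation factor of 2 or more at 20 µM, a signal rise over negative controls twice the positive control's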
TNAP inh no acc: inhibitors of human TNAP without phosphate acceptor; P05186; purified TNAP, CDP-star luminescence, 30 min; inhibition, % at 20 µM; 200,000 tested, 0.26% active; AID 1012;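 active = tissue-nonspecific alkaline phosphatase inhibition above about 50% at 20 µM in the single-dose screen, limit read from the data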;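 note: 0% = DMSO negative control and 100% = EDTA positive control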
Diaph inh CS: inhibits diaphorase or chemically oxidizes, flagging diaphorase assay artifacts; diaphorase resazurin-to-resorufin fluorescence, NADH, 16 min; bacterial (C. kluyveri) enzyme, not human; inhibition, % at 20 µM; 190,000 tested, 0.69% active;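 active = primary screen inhibition at 20 µM above a set limit, cut at about 50% in these data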;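 note: plate controls were DMSO with full reaction for no effect and wells lacking NADH for full effect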
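System: Diaphorase enzyme from Clostridium kluyveri | Amount: Enzyme working solution with 0.14 U/mL diaphorase | Benchmarks: No-NADH positive control and DMSO neutral control | Signal: Fluorescence of resorufin formed from resazurin, Ex 544/Em 590 nm | Schedule: 16-min room-temperature incubation before reading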
bIAP inhibitor: blocks bovine intestinal alkaline phosphatase activity. AID 1019. purified bovine IAP, CDP-star luminescence, 30 min. inhibition, % at 20 µM. 190,000 tested, under 10 active;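 active = over 50% inhibition of intestinal alkaline phosphatase at 20 µM in the single-dose screen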
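System: purified bovine intestinal alkaline phosphatase (IAP) enzyme; Input: IAP diluted 1/65,000,000 in the well; Measured by: CDP-star luminescence signal; Compound dosing: 20 µM single dose; Incubation: 30 min reaction at room temperature.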
Lmaj promast: reduces viability of Leishmania major promastigotes; resazurin fluorescence viability; AID 1063; inhibition, % at 10 µM; 200,000 tested, 9% active; in the data active = inhibition above about 50%;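 note: promastigotes grown with compound for 44 hours at 28 °C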
TNAP act hiacc: activators of human TNAP at high phosphate acceptor concentration | P05186 | activation factor at 20 µM | 200,000 tested, under 10 active | purified TNAP, CDP-star luminescence, 1 M DEA, 30 min; hits give high values; 0 = EDTA background, 1 = DMSO-only activity | AID 1136;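 active = activation factor at least 2 at 20 µM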
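Test system – human TNAP · Doses – 20 µM single point · Incubation – 30 min, room temperature · Signal – luminescent substrate turnover signal · Read-out basis – activation factor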
PMI act hi M6P: PMI (human) activation, high substrate | P34949 | coupled PMI enzyme assay, resazurin fluorescence, 20 min; hits give high values; 1 = untreated enzyme, 0 = substrate-free blank | activation factor at 20 µM | 190,000 tested, 0.34% active | AID 1216;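 active = activation factor of 2 or more at 20 µM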
Target sequence (P34949 whole entry, looked up): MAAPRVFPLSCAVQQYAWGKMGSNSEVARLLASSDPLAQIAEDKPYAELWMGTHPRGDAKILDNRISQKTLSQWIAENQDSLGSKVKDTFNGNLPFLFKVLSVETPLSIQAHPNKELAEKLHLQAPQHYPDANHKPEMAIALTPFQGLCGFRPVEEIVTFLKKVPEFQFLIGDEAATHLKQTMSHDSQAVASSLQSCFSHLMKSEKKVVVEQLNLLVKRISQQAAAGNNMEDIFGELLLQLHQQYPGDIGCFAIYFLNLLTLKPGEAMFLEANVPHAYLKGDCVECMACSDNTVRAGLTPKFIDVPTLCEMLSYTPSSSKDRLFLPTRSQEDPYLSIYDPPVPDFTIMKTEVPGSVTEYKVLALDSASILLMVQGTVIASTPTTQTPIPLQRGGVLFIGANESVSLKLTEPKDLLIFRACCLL
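Test system: human phosphomannose isomerase with PGI, G6PDH, diaphorase coupling enzymes / Doses: 20 µM compound, 1% DMSO / Times: enzyme reaction with compound 20 min at room temperature / Measured by: Diaphorase-driven resazurin-to-resorufin fluorescence, excitation 544, emission 590 nm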
PMI act: activators of human phosphomannose isomerase. AID 1214. purified human PMI, coupled resazurin fluorescence, 20 min; hits give high values; 1 = vehicle control, 0 substrate-free wells. P34949. 190,000 tested, 0.005% active. activation factor at 20 µM;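 active = activation factor of 2 or more at 20 µM, relative to plate controls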
* hit, by the source's call; . = no result given. Rows are unselected; 10% or so of the library scored in one or more.

SMILES	TNAP inh hi DEA	Diaph act CS	bIAP act	TNAP inh no acc	Diaph inh CS	bIAP inhibitor	Lmaj promast	TNAP act hiacc	PMI act hi M6P	PMI act
CCOc1cc(C)c(Cl)cc1S(=O)(=O)NCc1ccc2c(c1)OCO2	-3	0.9	0.9	-6	15	11	100*	1	0.9	0.9
CCN(c1ccccc1)S(=O)(=O)c1ccc(OC)c(NC(=O)c2cccs2)c1	-4	0.8	1	-10	16	0	96*	1	0.9	0.9
CCOc1ccc2cc(/C=C/C(=O)c3ccco3)c(Cl)nc2c1	-8	0.9	0.8	-3	8	22	64*	1.1	1.1	1.1
N#C/C(=C\c1ccc(OC(=O)c2ccc(Br)s2)cc1)c1nc2ccccc2[nH]1	14	1	1	3	4	2	2	0.9	1	1
O=C(NC1(C(F)(F)F)C(=O)Nc2c1c(=O)[nH]c(=O)n2-c1ccc(F)cc1)c1cccnc1 (centres undefined)	-6	1	0.9	-6	-4	8	-5	1.1	1.1	0.9
CCC(C)N1CC23C=CC(O2)C(C(=O)OCc2ccccc2)C3C1=O (centres undefined)	-5	0.9	1	-13	8	0	-3	1.1	1.1	1.1
CS(=O)(=O)N(CC(=O)NC1CCCC1)c1cccc(F)c1	-3	0.9	1	-9	5	3	-1	1	0.9	0.9
Cc1cccc(NC(=O)c2ccc(-n3cccn3)c([N+](=O)[O-])c2)c1	-4	0.9	0.8	-9	14	25	-1	1	0.9	0.8
O=C(O)C1CCN(C(=O)c2ccco2)CC1	6	1	1.1	1	0	-8	-15	0.9	1	1.1
COc1ccc(CC(=O)Nc2ccc(OC)c(NC(=O)c3ccco3)c2)cc1	0	0.9	0.9	-7	7	10	5	1	0.9	0.9
CCc1ccc2nc(N=C(N)N)nc(C)c2c1	4	1	0.8	-1	0	16	96*	1	0.9	0.9
COc1ccc(N2CC(NC(=O)NC(C)(C)C)CC2=O)cc1 (centres undefined)	0	1	0.9	-11	4	14	-6	1	0.5	1
CCOC(=O)c1ccc(NC(=O)Cn2ccc([N+](=O)[O-])n2)cc1	-8	0.9	0.9	-9	12	9	3	1.1	1	1
CCn1c(SCC(=O)Nc2nc3ccc(OC)cc3s2)nnc1-c1ccoc1C	0	0.8	0.9	2	23	9	11	1	0.9	0.8
COc1c(F)c(F)c(C(=O)Nc2ccc(N3CCN(C(C)=O)CC3)c(Cl)c2)c(F)c1F	-1	0.8	0.9	-7	18	8	-1	1	1	0.9
CCCCNC(=O)COC(=O)c1cc(C)oc1C	-6	1	1.1	3	0	-10	0	1.1	1.1	1.1
COC(=O)CSc1nc2sc3c(c2c(=O)n1C1CCCCC1)CCN(C)C3	-3	0.8	1	-18	23	-4	30	1	1	1
CCOc1ccc(NC(=O)C(C)NS(=O)(=O)c2ccc(NC(C)=O)cc2)cc1 (centres undefined)	-1	0.9	0.9	-5	11	6	-1	1	0.9	1
CCOC(=O)C1C(=O)CC(C)(O)C(C(=O)OCC)C1c1ccc(C)s1 (centres undefined)	-2	0.9	1	-2	11	-4	-2	1	0.9	0.9
Cc1ccc(S(=O)CCNC(=O)Cc2ccc(Cl)cc2)cc1 (centres undefined)	-4	1	0.9	-13	1	14	-2	1	1	1.1
CCN(C(=S)NCc1ccccc1)c1cccc2ccccc12	1	0.9	1	-10	9	3	43	1	0.9	0.9
O=S(=O)(c1ccc(F)cc1)n1ccc(-c2cccc(OCc3c(F)cccc3Cl)c2)n1	-4	1	0.6	-9	-1	37	10	1	1	0.9
Cc1c(CCO)sc[n+]1CC(=O)OC12CC3CC(CC(C3)C1)C2	0	0.9	0.8	56*	11	23	31	1	1.1	0.9
CCCc1nc(SCC(=O)N2CCc3ccccc3C2)c2ccccc2n1	-3	0.8	1.1	-9	21	-6	14	1	0.8	0.8
COc1ccc(NC(=S)N2CCN(c3ncccn3)CC2)cc1	1	0.9	1.1	4	8	-9	-4	1	0.9	0.9
CCOC(=O)c1c(NC(=O)CSc2nnnn2C)sc(CC)c1C	-4	0.8	1	-12	20	1	9	1	1	1
O=C(Cc1ccccc1F)Nc1ccc(SC(F)F)cc1	-3	0.8	0.8	-16	16	21	0	1	0.9	0.9
CN(CC(=O)NCCN1CCCCCC1)S(=O)(=O)c1cccc2nsnc12	-2	0.9	1	-7	10	-3	0	1	0.8	0.9
C=CCNC(=O)c1ccc(OC)cc1OC	-5	0.8	0.9	-16	18	14	-3	1.1	0.9	0.9
CC(Nc1cc(N2CCN(C(=O)C(C)(C)C)CC2)ccc1[N+](=O)[O-])c1ccccc1 (centres undefined)	6	0.6	0.9	1	37	5	15	0.9	0.7	0.8
COc1ccc(/C(N)=N/OC(=O)/C=C/c2ccccc2)cc1	-6	1	1.1	-13	0	-13	7	1.1	1	1.1
CC(C)(C)c1ccc(NC(=O)Cn2cnc3cc([N+](=O)[O-])ccc3c2=O)cc1	2	1	1.2	-8	1	-23	10	1	0.9	0.9
COc1ccc2c(c1)c(CC(=O)Nc1ccc(C(C)=O)cc1)c(C)n2C(=O)c1ccc(Cl)cc1	-4	0.7	0.8	4	27	18	23	1	1	0.9
COc1ccc(N2C(=O)C(CC(=O)Nc3ccccc3)N(Cc3ccc4c(c3)OCO4)C2=O)cc1 (centres undefined)	-2	1.1	0.9	6	-13	9	7	1	1	1
CCNc1nc(Oc2ccc(C#N)cc2)cc(C(F)(F)F)n1	-3	0.8	0.9	-8	25	8	0	1	0.8	0.8
CCC(C)(C)NC(=O)C(c1cccn1C)N(Cc1ccc(C)cc1)C(=O)Cn1nnc2ccccc21 (centres undefined)	2	1	1	-2	5	3	40	1	1	0.9
Cc1c(NC(=O)C(C)N2C(=O)C3CCCCC3C2=O)c(=O)n(-c2ccccc2)n1C (centres undefined)	0	0.9	0.9	-9	7	8	-10	1	1	1
O=C(O)c1ccc(NC(=O)c2cccc(N3C(=O)C4C5CCC(C5)C4C3=O)c2)cc1 (centres undefined)	-1	1	1	-9	-3	-2	-1	1	1.1	1.1
O=C(CN1C(=O)c2ccccc2C1=O)NCC1CCCO1 (centres undefined)	-1	0.9	1	-10	7	-1	-2	1	1.1	1.1
COc1cnc(SCc2ccc(Cl)cc2)nc1Cl	-1	0.8	0.9	-8	17	12	-3	1	0.9	0.9
CN1CCN(c2ccccc2NC(=O)COc2ccc(Br)cc2)CC1	-1	0.9	1.1	-21	8	-11	74*	1	1	1
CCOC(=O)C1CCN(C(=O)COc2ccc(S(=O)(=O)NC(C)(C)C)cc2)CC1	-3	0.9	0.9	-11	8	7	2	1	1	0.9
O=C(Nc1cccc(-c2nc3ncccc3o2)c1)c1sc2cc(Cl)ccc2c1Cl	-1	1.2	1	-7	-21	1	1	1	1	1
COc1ccc(CCNC(=O)Cn2c(=O)cnc3ccccc32)cc1	-6	1	1	-16	-2	-2	8	1.1	1.1	1
O=C(CSc1nnc(-c2ccncc2)o1)N1CCCCCC1	-1	1	1	-1	-4	-4	-8	1	1	1
CCOC(=O)c1[nH]c2ccc(OCC)cc2c1NC(=O)CN1CCN(c2ccccn2)CC1	-4	0.8	1	-7	21	-2	0	1	0.9	1.1
Cc1cccc(C)c1OC(=O)CN(c1ccc(Cl)cc1)S(C)(=O)=O	-4	0.8	0.9	0	20	8	-5	1	0.9	0.8
COc1ccccc1/C=C/CN1CC(C)OC(C)C1 (centres undefined)	1	0.9	1	-10	6	1	8	1	1	0.9
CC(=O)Nc1nc(N(C)C)nc(N(C)C)n1	-7	0.9	1	-10	6	4	2	1.1	1.1	1
CC(C)C(=O)Nc1ccc(NC(=O)c2ccc([N+](=O)[O-])cc2Cl)cc1	0	1	1	-6	3	-2	46	1	1	1
c1ccc(CNc2nc(-c3cccnc3)cs2)cc1	1	1	0.9	-5	4	12	-2	1	0.9	0.9
CCOC(=O)C1(Cc2cccc(Cl)c2)CCCN(C(=O)c2cccnc2)C1 (centres undefined)	-1	.	1.1	-3	.	-13	14	1	.	.
CCOC(=O)N1CCN(C(=O)c2ccccc2NC(=O)COc2ccccc2C)CC1	-4	0.9	1.1	-15	7	-10	-8	1	1.1	1.1
COc1ccccc1N(CC(=O)Nc1ccccc1C(=O)NCC(C)C)S(C)(=O)=O	-11	1.1	1.1	-1	-13	-8	10	1.1	1	1.1
Cc1c(C(C)C)c(=O)n(-c2ccc(S(=O)(=O)NC3CC3)cc2)n1C	-3	0.8	0.9	-13	21	10	-7	1	1	0.9
O=C(N/N=C/c1ccccc1)c1ccc(CN2C(=O)c3cccc4cccc2c34)cc1	-9	0.8	1	-11	20	-4	11	1.1	0.8	0.9
Cc1cccc(NC(=O)C2CCCN2S(=O)(=O)c2ccc(F)cc2)c1C (centres undefined)	-4	1	1.1	-7	-3	-8	-1	1	1	1
Cc1ccc(S(=O)(=O)N2CCN(C(=S)NCc3ccc4c(c3)OCO4)CC2)cc1	-8	0.7	1	-11	27	-2	21	1.1	1.1	1
CCOCCSc1nc2c(c(=O)[nH]c(=O)n2C)n1CCCc1ccccc1	-2	0.8	1	-6	16	3	5	1	1	1
